T cell modulator: T cell immune modulation candidate. 2C CD8+ T cell-vesicle binding, flow cytometry; hits give low values. calls only at 7 µM. hit rate 0.068% among 330,000;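 active means response, share of CD8 T cells binding vesicles, and their 90th percentile fluorescence all below set limits, cut at about 80% in these data, passing the limit was not always enough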
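Material: 2C TCR transgenic mouse naive CD8+ T cells, MACS-purified. Also added: QL9-charged Drosophila Ld/ICAM-1/B7-1 vesicles. Timing: binding 1.5 h at 37 °C. Measured by: high-throughput flow cytometry with anti-B7-1 and anti-CD8 staining. Read-out: percent CD8+ FL2 mean versus row control. Controls: Unloaded micro-vesicles (low), QL9 vesicles with 0.7% DMSO (high).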
Myeloid diff 2: promotes myeloid progenitor differentiation; ER-HoxA9 myeloid progenitors, lysozyme-GFP differentiation, flow cytometry; calls only at 10 µM; hit rate 1% among 360,000; AID 624256;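 active means normalized GFP-positive differentiation at or above the plate's own cutoff, the solvent-only control mean plus 3 SD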;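 further: cells exposed to compound for four days before flow analysis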
NOD2 inhibition: NOD2 signaling inhibitors, cell-based, luminescence, uHTS, HEK293 (AID 1566); HEK293 NOD2/NF-kB luciferase reporter, luminescence; higher % means a stronger effect; hit rate 0.63% among 290,000; inhibition, % at 4 µM; hits with a dose series show EC50 in µM; further: many of its hits are not listed in these tables
KOR beta-arrestin-1: kappa opioid receptor activators – cell-based, luminescence, uHTS, primary screen (AID 1777) | KOR beta-arrestin recruitment, luminescence; higher % means a stronger effect | one-dose activation, % at 10 µM; EC50 in µM for titrated hits | hit rate 0.02% among 280,000; in the data active means activation above about 50%, passing the limit was not always enough; further: a part of the inactive calls stands beside numbers as strong as those of hits
NOD1 NF-kB reporter: NOD1 signaling inhibitors, primary screen, cell-based, luminescence, uHTS (AID 1578) | NOD1-driven NF-kB luciferase reporter cells, luminescence; higher % means a stronger effect | inhibition, % at 4 µM, or EC50 in µM where a hit was titrated | hit rate 1% among 290,000; in the data active means inhibition mostly above about 36%, no sharp cut-off; inactive means mostly below about 34%;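 further: HEK-293T reporter cells stimulated with the NOD1 agonist gamma-tri-DAP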
NTR1 ag: NTR1-driven beta-arrestin-GFP spot formation – imaging, U2OS cells, high content, primary screen (AID 493036); hit rate 0.17% among 330,000; P30989; agonist mode; activation, % at 20 µM;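 active means activation at or above 40% of the spot to cytoplasm intensity ratio, with at least 20 cells analyzed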;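 further: 0% = DMSO without peptide and 100% = 100 nM NTR1 peptide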
Target sequence (P30989 whole entry, looked up): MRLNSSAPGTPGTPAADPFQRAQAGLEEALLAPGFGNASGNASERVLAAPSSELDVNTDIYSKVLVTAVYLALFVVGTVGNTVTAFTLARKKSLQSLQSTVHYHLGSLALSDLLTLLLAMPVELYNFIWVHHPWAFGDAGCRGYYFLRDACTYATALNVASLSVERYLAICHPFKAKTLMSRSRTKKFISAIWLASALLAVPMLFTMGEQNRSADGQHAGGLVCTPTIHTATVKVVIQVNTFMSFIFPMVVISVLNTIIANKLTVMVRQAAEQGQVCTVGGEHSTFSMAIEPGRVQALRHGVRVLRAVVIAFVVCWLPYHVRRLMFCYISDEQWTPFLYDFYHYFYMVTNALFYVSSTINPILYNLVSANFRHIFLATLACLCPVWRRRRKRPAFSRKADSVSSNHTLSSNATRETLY
GPR55 activation: selective activators of receptor GPR55 – imaging, U2OS cells, beta-arrestin-GFP redistribution, primary screen (AID 1961); U2OS GPR55 beta-arrestin-GFP redistribution imaging; higher % means a stronger effect; one-dose activation, % at 10 µM; EC50 in µM for titrated hits; hit rate 0.048% among 290,000;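 active means activation above 40% with more than 50 cells counted in the well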;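 further: U2OS osteosarcoma cells stably expressing GPR55 and beta-arrestin-GFP; plate controls were DMSO negative control for no effect and LPI positive control for full effect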
KOR beta-arrestin-2: kappa opioid receptor blockers – cell-based, luminescence, uHTS (AID 1778). KOR beta-arrestin recruitment, luminescence, antagonist mode; higher % means a stronger effect. hit rate 0.091% among 290,000. inhibition, % at 10 µM, or IC50 in µM where a hit was titrated; further: strong numbers were not always called active
GPR55 antagonists: GPR55 antagonists blocking LPI-driven arrestin recruitment, primary screen, imaging, U2OS, beta-arrestin-GFP, LPI agonist (AID 2013). U2OS GPR55 beta-arrestin-GFP translocation imaging, LPI antagonism; higher % means a stronger effect. hit rate 0.13% among 290,000. inhibition, % at 10 µM, or IC50 in µM where a hit was titrated;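 active means spots per cell inhibited over 60%, with over 100 cells counted and total cytoplasm intensity under 500,000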;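 further: U2OS cells stably carrying GPR55 and arrestin-GFP stimulated by 5 µM LPI near EC80; imaged beta-arrestin-GFP aggregate spots per cell after agonist stimulation; plate controls were LPI-stimulated DMSO wells for no effect and DMSO wells without LPI for full effect; some results filed as inactive read as strong as hits; confirmed hits need IC50 under 10 µM and bright autofluorescent wells are also inconclusive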
T cell modulator vesicle-bound %: also measured in T cell modulator; calls as there; double positive events, %; measured here: CD8+ vesicle-bound cell fraction;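 binding gate set so that unloaded-vesicle control wells show 10% double positive cells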
NTR1 ag cell count 20 µM: recorded beside NTR1 ag, whose call it bears; cell count; measured here: cell count, cytotoxicity flag
Myeloid diff 2 GFP+ MAC1+ %: also measured in Myeloid diff 2; calls as there; GFP+ MAC1+ double positive, %; measured here: differentiation confirmed by MAC1 staining
* marks the source's active call; other numbers are inactive results; i = inactive; . = not tested or not shown; [ ] = another dose, or the depositor's remark. Unless noted, no stated cut-off is given here; in the data, active means inhibition above about 50%; inactive means the rest. Only part of the results is shown; count on the stated rates, not on these rows.

Each structure is followed by: T cell modulator, T cell modulator vesicle-bound %, Myeloid diff 2, Myeloid diff 2 GFP+ MAC1+ %, NOD2 inhibition, KOR beta-arrestin-1, NOD1 NF-kB reporter, NTR1 ag, NTR1 ag cell count 20 µM, GPR55 activation, KOR beta-arrestin-2, GPR55 antagonists
O=C(Nc1ccc(Oc2ccccc2)nc1)C1CCN(Cc2ccccc2)CC1
  i, 67, i, 1.3, 29%, -3.2%, -26%, -1.1, 33, 0.0%, 16%, 5%
O=C(CCc1ccccc1)NCCC1=CCCCC1
  i, 8, i, 0.5, -24%, -4.6%, -38%, 3.5, 64, 1.8%, ., -4%
Cc1ccc(S(=O)(=O)NCCNc2ccc([N+](=O)[O-])cc2C(F)(F)F)cc1
  i, 39, i, 0.5, 10%, 1.1%, -10%, 0.5, 97, 1.0%, -12%, 0%
NNC(=O)Cn1c(-c2ccccc2)cc(=O)n2ncnc12
  i, 58, i, 1.1, 5%, -0.8%, -14%, -0.7, 71, 0.3%, 14%, 18%
COc1ccc(CC(=O)Nc2nn(C)c3nc4c(C)cccc4cc23)cc1
  i, 27, i, 0.5, -9%, 3.1%, -2%, -0.2, 62, -0.2%, 14%, -5%
COc1cc([N+](=O)[O-])ccc1-c1ccc(C(=O)Nc2ccc(NC(C)=O)cc2)o1
  i, 42, i, 0.6, 8%, 18%, -12%, ., ., 0.0%, -9%, 1%
CCN(CC)C(=O)Cn1cc(C(=O)C2CC2)c2ccccc21
  i, 21, i, 1.1, 5%, ., -33%, 0.5, 56, -0.1%, 11%[20 µM], 5%
O=C(CCNC(=O)C1CCN(S(=O)(=O)c2ccccc2)CC1)NCCc1cccc(F)c1
  i, 26, i, 6.5, -1%, -0.2%, -30%, 0.7, 65, -0.1%, -16%, 5%
O=C1OC/C(=C(/O)c2ccc(Cl)cc2)C1=O
  i, 56, i, 0.5, 3%, -5.6%, -19%, 0.2, 55, 0.3%, 37%, 9%
CCCOP(=O)(c1ccc(N(C)C)cc1)C(O)c1ccccc1OC (stereo unspecified)
  i, 17, i, 0.5, -8%, 11%, -4%, 3.4, 67, -0.2%, 4%, 13%
CN1CCN(CCc2nc3cc(NC(=O)COc4ccc(Cl)cc4)ccc3n2C)CC1
  i, 58, i, 4.1, 30%, 3.0%, 4%, 0.1, 65, 0.0%, -14%, 12%
O=C(O)C1C2C=CC(C2)C1C(=O)Nc1cccc(C(F)(F)F)c1 (stereo unspecified)
  i, 61, i, 0.5, 8%, 7.8%, -5%, -1.0, 54, 0.2%, -56%[20 µM], 8%
COc1ccc(NC(=O)CSc2nnc(-c3cccs3)n2-c2ccccc2)cc1
  i, 46, i, 0.8, 13%, -2.6%, 0%, -0.3, 38, 0.1%, 52%, 6%
COc1ccc(S(=O)(=O)N2CCN(C)CC2)cn1
  i, 9, i, 0.0, 12%, 3.6%, -32%, 0.0, 67, 0.2%, -22%, 7%
COc1ccc(-c2cc(C(F)(F)F)n3ncc(C(=O)N4CCCCC4c4cccnc4)c3n2)cc1 (stereo unspecified)
  i, 37, i, 1.1, -8%, 7.3%, -32%, 0.6, 62, 0.4%, -35%, -8%
O=S(=O)(NCC(Nc1ccc(Cl)cc1)c1ccccc1)c1ccccc1 (stereo unspecified)
  i, 49, i, 0.5, 8%, 1.7%, 8%, 15, 40, 0.0%, 9%, 9%
Cc1noc(C)c1S(=O)(=O)N(CC(=O)NC1CCCC1)c1ccc(C(C)C)cc1
  i, 12, i, 2.8, 10%, 5.0%, -15%, -0.4, 58, 0.2%, -31%, -13%
COc1ccc(/C(C)=N\Nc2nc(-c3ccccc3)cc(=O)[nH]2)cc1
  i, 9, i, 0.3, 9%, 10%, -20%, 4.7, 46, 0.0%, -14%, 12%
COC1CCN(Cc2cn(Cc3ccccc3)nc2-c2cc3ccccc3o2)CC1
  i, 10, i, 0.7, -1%, -3.2%, -45%, 2.5, 61, -0.2%, -3%, 23%
Cc1nonc1NC(=O)N1CCCC1
  i, 26, i, 0.7, -9%, 3.5%, -12%, -1.7, 77, 0.0%, -21%, -2%
CCCc1nc2ccccc2c(=O)n1/N=C/c1ccc(O)c(O)c1
  i, 43, i, 0.8, 4%, -0.4%, 40%, -1.5, 35, -0.2%, -21%, -1%
CC(C)(O)[C@H](O)COc1c2ccoc2cc2oc(=O)ccc12
  i, 28, i, 1.1, 9%, 0.5%, -2%, -0.2, 92, 0.6%, 4%, 3%
NS(=O)(=O)c1ccc(N=Nc2c(=O)[nH]n3c(=O)c4c([nH]c23)CCCC4)cc1
  i, 56, i, 0.4, 1%, -0.2%, -2%, 0.9, 95, -0.2%, -6%, -11%
COc1ccccc1Nc1ccc2nonc2c1[N+](=O)[O-]
  i, 58, i, 0.1, 7%, -2.8%, -37%, 2.7, 52, -0.2%, 11%, 1%
COc1ccc(-n2nc(C(=O)NCC(=O)N3CCN(Cc4ccccc4)CC3)c3ccccc3c2=O)cc1OC
  i, 58, i, 1.0, 18%, 1.6%, 21%, 0.2, 34, -0.2%, -33%, -1%
CCOC(=O)c1ccc(NC(=S)NNC(C)(C)C)cc1
  i, 49, i, 0.7, -35%, 2.6%, -5%, 0.9, 47, -0.1%, 50%, -19%
COc1ccc(NC(=O)C2C3C=CC(C3)C2C(=O)NCc2ccco2)c(OC)c1 (stereo unspecified)
  i, 47, i, 0.8, -12%, 1.8%, -30%, 0.3, 58, -0.1%, 6%, 18%
CCC(=O)NC(=S)Nc1cccc(-c2nc3ncccc3o2)c1
  i, 31, i, 0.6, -4%, 6.4%, -8%, 0.3, 37, -0.3%, 7%, 10%
CC(=O)c1c(C)[nH]c(C(=O)COc2ccc(C#N)cc2)c1C
  i, 38, i, 1.0, 8%, 8.0%, 21%, 1.1, 39, -0.1%, -6%, -10%
CCN(CC(=O)NCc1ccccc1Cl)CC(=O)Nc1c(F)cccc1F
  i, 32, i, 0.7, 6%, 1.1%, -4%, -0.6, 53, 0.4%, -1%, -5%

Quoted at random: two records from the list
Each structure is followed by: T cell modulator, T cell modulator vesicle-bound %, Myeloid diff 2, Myeloid diff 2 GFP+ MAC1+ %, NOD2 inhibition, KOR beta-arrestin-1, NOD1 NF-kB reporter, NTR1 ag, NTR1 ag cell count 20 µM, GPR55 activation, KOR beta-arrestin-2, GPR55 antagonists
CCCOP(=O)(c1ccc(N(C)C)cc1)C(O)c1ccccc1OC (stereo unspecified)
  i, 17, i, 0.5, -8%, 11%, -4%, 3.4, 67, -0.2%, 4%, 13%
O=S(=O)(NCC(Nc1ccc(Cl)cc1)c1ccccc1)c1ccccc1 (stereo unspecified)
  i, 49, i, 0.5, 8%, 1.7%, 8%, 15, 40, 0.0%, 9%, 9%

Additional results follow:
Each structure is followed by: T cell modulator, T cell modulator vesicle-bound %, Myeloid diff 2, Myeloid diff 2 GFP+ MAC1+ %, NOD2 inhibition, KOR beta-arrestin-1, NOD1 NF-kB reporter, NTR1 ag, NTR1 ag cell count 20 µM, GPR55 activation, KOR beta-arrestin-2, GPR55 antagonists
Cc1ccc(S(=O)(=O)c2c(N)n(Cc3ccco3)c3nc4ccccc4nc23)cc1C
  i, 14, i, 1.0, 12%, -4.1%, -16%, -5.9, 87, -0.1%, 14%, 12%
COC(=O)[C@@]1(Cc2ccc(F)cc2)[C@H]2c3cc(C(=O)N(C)C)n(Cc4nc5ccccc5[nH]4)c3C[C@H]2CN1C(=O)c1ccccc1
  i, 30, ., ., 12%, -2.0%, 14%, 9.5, 53, 0.2%, 10%, 6%
CCn1c(SCC(=O)NNC(=O)c2ccc(OC)cc2)nnc1-c1cccnc1
  i, 24, i, 0.0, 11%, -6.6%, -26%, 0.8, 57, -0.1%, -18%[20 µM], -3%
Cc1ccc(C)c(NC(=S)N2CCN(S(=O)(=O)c3ccccc3)CC2)c1
  i, 57, i, 5.0, -26%, -2.2%, -40%, -0.1, 67, 0.2%, 35%, 0%
COc1ccc(NC(=S)Nc2ncccc2C)c(OC)c1
  i, 35, i, 2.5, -24%, -1.9%, 7%, 1.7, 50, -0.1%, -1%, 13%
Cc1ccc(NC(=O)c2cncc(Br)c2)nc1
  i, 29, ., ., -33%, 1.8%, -56%, -0.3, 77, 0.0%, 9%, 22%
Cc1ccc(NC(=O)CSCc2nc3c(nnn3Cc3ccc(F)cc3)c(=O)[nH]2)c(C)c1
  i, 54, i, 2.6, 19%, 1.0%, -38%, 1.0, 56, -0.2%, -13%, -8%
O=C(CN1CCOCC1)N/N=C/c1c(O)ccc2ccccc12
  i, 51, i, 0.8, 17%, -4.8%, -28%, 0.8, 53, -0.1%, -13%[20 µM], -31%
CC(=O)Cc1nsc(NC(=O)c2cc(-c3cccc(C(F)(F)F)c3)oc2C)n1
  i, 38, i, 7.4, 21%, -0.3%, 2%, 6.3, 53, -0.1%, 29%, 14%
CC(C)CC(=O)Nc1ccnn1C1CCN(C(=O)c2ccc(Cl)cc2F)CC1
  i, 6, i, 5.6, 9%, -3.3%, -24%, 1.3, 78, -0.2%, -41%, -19%
CC(=O)Nc1ccc(S(=O)(=O)NC(C)C(=O)NCCc2ccc(F)cc2)cc1 (stereo unspecified)
  i, 50, i, 0.0, 10%, -3.4%, -16%, 2.8, 46, -0.2%, 10%, 9%
O=C(NC(=S)NCC1CCCO1)C(c1ccccc1)c1ccccc1 (stereo unspecified)
  i, 30, i, 0.1, -8%, 2.0%, -17%, -2.7, 39, 0.0%, 8%, 7%
CC(C)CC(=O)N1CCN(Cc2cccc(Cl)c2)CC1
  i, 60, i, 2.3, -1%, -3.5%, -17%, 0.1, 71, 1.0%, 3%, -3%
O=C1OC(c2ccc(F)cc2)=C/C1=C\c1ccc(O)cc1
  i, 45, i, 0.4, 2%, -9.1%, -20%, 7.9, 65, -0.2%, 18%, 11%
CCOc1ccccc1C(=O)NC(C(=O)Nc1cccnc1)C(C)C (stereo unspecified)
  i, 23, i, 0.6, -7%, 1.2%, -30%, -0.9, 30, -0.5%, 25%, -4%
COC(=O)C1(C(F)(F)F)N=C2Sc3ccccc3N2C(N2CCOCC2)=N1 (stereo unspecified)
  i, 22, i, 0.8, 3%, -1.1%, -21%, -1.3, 80, 0.8%, 2%, 10%
CC(C)CCNC(=O)CCC(=O)NNc1nc2ccccc2c2nc(-c3ccccc3)nn12
  i, 11, i, 0.8, -8%, 11%, -16%, 3.2, 48, -0.2%, -3%, -1%

High-throughput results deposited in PubChem by several laboratories.
